aSyn 5UTR inh = 5' untranslated region of α-synuclein, MLPCN primary screen; alpha-synuclein 5'UTR reporter, inhibitor activity; inhibition, % (tested at 7.5 µM); 300,000 tested, 0.82% active; AID 1813; in the data active = inhibition above about 60%;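 also: H4 neuroglioblastoma cells stably carrying SNCA 5'UTR luciferase fusion; 0% = DMSO wells and 100% = positive control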
HSF1 activator = increases HSF-1 driven luciferase reporter signal; 300,000 tested, 1.7% active; NIH3T3-HGL HSF-1 luciferase reporter, MG132, 8 h; 100% = twice DMSO control signal; activation, % at 9 µM;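 active = mean replicate activation of at least 50% with a set share of replicates each reaching 50%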;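 also: 0% = median of the neutral control wells and 100% = twice that signal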
AI-2 QS modul = modulators of Vibrio harveyi AI-2 quorum sensing system; 300,000 tested, 0.4% active; Vibrio harveyi JMH597 AI-2 luminescence/OD600 ratio, 9 h; hits give low values; strain lacks LuxN and CqsS sensors; 0 = neutral-control median; activity change, % at 7.5 µM; AID 2094; in the data active = activity change below about -75%, passing the limit was not always enough;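 also: luminescence divided by OD600 gain over 9 h not by final OD600 alone; inactives centre near 13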
KLF5 inhibitor = suppresses KLF5 promoter-driven expression. inhibition, % at 5 µM. DLD-1 KLF5 promoter-luciferase reporter, luminescence. 290,000 tested, 0.23% active;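 active = inhibition above a per-plate limit of that plate's mean compound inhibition plus 3 SD, cut at about 60% in these data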;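 also: 0% = DMSO wells and 100% = LY294002 at 200 µM; higher means less KLF5 promoter-driven luciferase light; inactives centre near -14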
PolyA inh = blocks polyadenylation in yeast reporter cells; S. cerevisiae SKY197-pL101 polyadenylation reporter, beta-gal luminescence; efflux-impaired pdr1/pdr3 knockout yeast; score 100 = 6 SD above DMSO; calls only at 12 µM; 300,000 tested, 0.02% active; AID 1875;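 active = lowest replicate activity score at least 50, where 100 means six control SD above control mean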;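 also: yeast exposed to compound for 9 h at 30 °C; higher score means more reporter readthrough which indicates perturbed polyadenylation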
HSF1 inh = HSF1 inhibition. NIH3T3-HGL HSE-luciferase, MG132-induced, luminescence 8 h; hits give low values. activity change, negative = inhibition, % at 7.5 µM (by protocol). 300,000 tested, 0.77% active. AID 2098;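 active = more than half of replicate wells show activity change below -50%, luminescence cut by over half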;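 also: luciferase reports HSF-1 transcriptional activity via heat shock element; 0% = median of DMSO wells and -100% = zero luminescence signal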
GSK3 alpha inh = human GSK-3 alpha kinase inhibition. P49840. ADP-Glo luminescence, 60 min. inhibition, % at 10 µM. 320,000 tested, 0.1% active. AID 2650;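 in the data active = inhibition above about 50%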;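 also: GST-tagged GSK-3 alpha with peptide substrate and 25 µM ATP; 0% = DMSO neutral wells and 100% = GW8510 positive control wells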
Target sequence (P49840 whole entry, looked up): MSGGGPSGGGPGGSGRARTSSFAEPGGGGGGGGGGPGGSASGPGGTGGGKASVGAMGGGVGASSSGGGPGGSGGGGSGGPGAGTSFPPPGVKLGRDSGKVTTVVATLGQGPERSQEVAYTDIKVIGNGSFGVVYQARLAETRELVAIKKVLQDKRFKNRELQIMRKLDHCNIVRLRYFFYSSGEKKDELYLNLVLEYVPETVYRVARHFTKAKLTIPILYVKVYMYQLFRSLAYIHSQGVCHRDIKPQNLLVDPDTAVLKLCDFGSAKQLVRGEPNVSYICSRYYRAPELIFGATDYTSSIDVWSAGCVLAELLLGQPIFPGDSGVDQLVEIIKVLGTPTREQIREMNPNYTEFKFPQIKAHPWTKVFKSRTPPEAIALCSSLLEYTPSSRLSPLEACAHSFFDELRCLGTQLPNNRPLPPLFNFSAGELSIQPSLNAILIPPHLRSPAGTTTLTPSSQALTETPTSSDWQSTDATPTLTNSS
GSK3B inh = inhibitors of human GSK3beta kinase | P49841 | GST-GSK3beta kinase, ADP-Glo luminescence, 60 min; hits give low values | activity score (negative = inhibition), % at 10 µM | 300,000 tested, 0.038% active | AID 2097;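 active = more than half of replicate wells score below -50%, meaning over 50% inhibition versus plate controls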;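 also: 0% = median DMSO wells and -100% = median GW8510 positive control wells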
Target sequence (P49841 whole entry, looked up): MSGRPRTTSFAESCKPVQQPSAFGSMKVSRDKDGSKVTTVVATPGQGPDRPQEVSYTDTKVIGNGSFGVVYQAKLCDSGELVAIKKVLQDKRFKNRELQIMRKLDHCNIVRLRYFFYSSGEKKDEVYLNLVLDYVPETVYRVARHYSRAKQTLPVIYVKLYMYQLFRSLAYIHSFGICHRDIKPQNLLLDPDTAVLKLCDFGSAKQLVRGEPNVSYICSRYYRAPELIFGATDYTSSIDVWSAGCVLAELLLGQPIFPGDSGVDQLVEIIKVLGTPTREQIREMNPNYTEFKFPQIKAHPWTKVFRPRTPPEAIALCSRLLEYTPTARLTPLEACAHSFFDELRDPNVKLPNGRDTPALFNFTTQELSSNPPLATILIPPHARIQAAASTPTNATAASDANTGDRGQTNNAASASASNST
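test system = GST-tagged human GSK3beta kinase, cell-free | reagent = 25 µM ATP with peptide substrate | dosing = one dose of 10 µM per compound | schedule = 60 min reaction, RT | detection = luminescent ADP-Glo measurement of ADP formed | control set = DMSO neutral wells and GW8510 at 20 µM as positive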
IEC-6 tox = counter-screen for KLF5 inhibitors: cytotoxicity in IEC-6 cells; IEC-6 cytotoxicity, luminescence viability; inhibition, % at 5 µM; 290,000 tested, 0.78% active; AID 1825; in the data active = inhibition above about 22%;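 also: 0% = plate median of test compound wells and 100% = cytotoxic reference compound wells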
HSP90 inh = blocks HSP90-mediated luciferase refolding in reticulocyte lysate; Rabbit reticulocyte lysate, luciferase refolding luminescence, 3 h; inhibition, % at 5.6 µM; 290,000 tested, 0.91% active; AID 1789;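 active = inhibition above the screen-wide mean plus 3 SD, computed separately per campaign, cut at about 16% in these data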;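 also: 0% = DMSO wells and 100% = 60 µM geldanamycin wells; inhibitors lower the luminescence because luciferase stays unfolded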
Starred values were filed as active, the others as inactive; i = inactive; . = not tested or not shown; & = joins results of further samples.

SMILES	aSyn 5UTR inh	HSF1 activator	AI-2 QS modul	KLF5 inhibitor	PolyA inh	HSF1 inh	GSK3 alpha inh	GSK3B inh	IEC-6 tox	HSP90 inh
CSc1nc(Cl)c(Cc2ccc(OC(C)C)cc2)c(N(C)C)n1	4	59*	18	-5	i	17	8	-2	0	2
O=C1C2Sc3[nH]c(=O)sc3C(c3cc([N+](=O)[O-])ccc3O)C2C(=O)N1c1ccccc1 (centres undefined)	1	-7	2	10	i	3	-3	0	3	0
c1ccc(-n2cc(CN3CCCC3)c(-c3ccc4c(c3)OCO4)n2)cc1	6	55*	20	-29	i	37	0	2	4	2
COc1ccc(CNC(=O)CN(CC2CCCO2)C(=O)CNS(=O)(=O)c2ccccc2)cc1 (centres undefined)	12	-6	10	-12	i	-16	-3	-25	-1	0
COCCCN1C(=O)c2ccc(C(=O)N3CCN(c4ccccc4OC)CC3)cc2C1=O	-1	6	19	-8	i	5	6	3	6	4
O=C1/C(=C/c2ccc(F)cc2)SC(=S)N1CC(=O)N1CCCCC1c1cccnc1 (centres undefined)	-28	11	8	4	i	3	-1	-1	-5	2
Cc1ccc(S(=O)(=O)NCC(=O)N(c2ccccc2)C(C(=O)NCc2ccccc2)c2ccco2)cc1 (centres undefined)	-14	-13	19	-1	i	-12	.	1	-8	0
Cc1ccc(O)c(N=Cc2cc(Cc3ccccc3)cc([N+](=O)[O-])c2O)c1	-4	14	32	2	i	9	.	0	1	5
COc1ccc(-c2csc(NC(=O)Cc3ccccc3)n2)cc1OC	23	0	-4	-21	i	5	-1	1	-2	4
COC(=O)c1ccc(NC(=O)CN2C(=O)C3C4C=CC(C4)C3C2=O)cc1 (centres undefined)	3	12	10	-5	i	5	.	0	0	-9
CC(C)NC(=S)NC(=O)/C=C/c1ccc(F)cc1	-64	-9	7	14	i	4	0	-21	2	1
COc1ccc(C(=O)/C=C(\C)Nc2ccc3c(c2)OCO3)cc1	-170	39	16	-1	i	19	1	-1	-3	0
COc1ccccc1C(=O)COC(=O)c1cc(=O)[nH]c2ccccc12	-4	-4	-13	.	i	10	3	1	.	.
Cc1ccc(S(=O)(=O)c2cc3ccccc3oc2=Nc2ccc3c(c2)OCCO3)cc1	7	39	20	-9	i	17	3	-1	-2	-2
O=C(O)CCC(=O)N1CCc2cc(S(=O)(=O)N3CCC(Cc4ccccc4)CC3)ccc21	13	-4	11	-68	i	-3	-1	0	5	-2

Three entries out of the list, arranged by number of heavy atoms, largest number first.
SMILES	aSyn 5UTR inh	HSF1 activator	AI-2 QS modul	KLF5 inhibitor	PolyA inh	HSF1 inh	GSK3 alpha inh	GSK3B inh	IEC-6 tox	HSP90 inh
O=C(O)CCC(=O)N1CCc2cc(S(=O)(=O)N3CCC(Cc4ccccc4)CC3)ccc21	13	-4	11	-68	i	-3	-1	0	5	-2
COC(=O)c1ccc(NC(=O)CN2C(=O)C3C4C=CC(C4)C3C2=O)cc1 (centres undefined)	3	12	10	-5	i	5	.	0	0	-9
CC(C)NC(=S)NC(=O)/C=C/c1ccc(F)cc1	-64	-9	7	14	i	4	0	-21	2	1

(cont.)
SMILES	aSyn 5UTR inh	HSF1 activator	AI-2 QS modul	KLF5 inhibitor	PolyA inh	HSF1 inh	GSK3 alpha inh	GSK3B inh	IEC-6 tox	HSP90 inh
Cc1cc(Br)ccc1NC(=O)CCN1C(=O)c2ccncc2C1=O	-9	1	26	-24	i	1	4	0	1	-1
CC(C)COc1ccc(-c2nn(-c3ccccc3)cc2C(=O)Nc2nccs2)cc1	14	12	9	-11	i	-3	0	0	11	4
CCN(CC)S(=O)(=O)c1cc(C(=O)Nc2cc(Cl)ccc2N2CCN(C)CC2)ccc1Cl	18	11	10	-51	i	3	-1	1	3	1
CCCCNC(=O)c1onc(CSc2ccc(F)c(F)c2)c1C(=O)NCCCC	11	4	23	.	i	11	-6	3	.	.
COc1ccc(-c2cn3ccsc3n2)cc1	-105	45	8	-151	i	28	2	-1	2	6
CCCOc1ccc(C(=O)Nc2ccc(S(=O)(=O)Nc3onc(C)c3C)cc2)cc1	11	-4	21	2	i	4	-5	3	-4	3
CCOc1cc(-c2nc(-c3ccc(C)nc3OCC)no2)cc(OCC)c1OCC	10	7	12	-36	i	-4	-4	-2	-6	0
COCCNC(=S)NN=C1CCCCCC1	11	-53	4	7	i	-40	.	-5	11	5
CC(C)(C)c1ccc(SCC(N)=O)cc1	4	1	8	-14	i	3	5	3	-2	0
COC(=O)c1ccc2nccnc2c1	16	-3	5	-15	i	-3	-2	1	2	-8
CC(=O)c1ccc(OC(=O)c2cc3ccccc3oc2=O)cc1	-12	5	6	2	i	3	0	0	9	-1
O=C(CC1(O)C(=O)N(CCc2ccccc2)c2ccccc21)c1ccco1 (centres undefined)	9	1	34	0	i	3	-1	4	-2	7
COc1ccc(Cn2c(=O)[nH]c3cc(C(=O)NC4CCN(Cc5ccccc5)CC4)ccc32)cc1	32	12	12	-49	i	-1	1	-3	8	-3
COC(=O)CCCC1=CC2=C(c3ccccc3)C(=O)C(C)(OC(=O)C3CCCC3)C(=O)C2=CN1CCc1c[nH]c2ccccc12 (centres undefined)	-5	-18	15	.	i	0	3	0	.	.
CCOC(=O)C1CCN(S(=O)(=O)c2ccc(-c3nc4ccccc4s3)s2)CC1	-61	-23	27	-14	i	-9	2	1	-1	-1
COCCn1c(Cc2ccccc2)nnc1SCC(=O)NC1CC1	-23	26	11	4	i	1	6	1	-9	-1
CCc1ccc(NC(=O)CNCc2ccc(OC)c(OC)c2)cc1	18	10	5	-12	.	-8	-2	-2	3	4
O=C(Nc1ccc(OC(F)F)cc1)c1ccccn1	-14	5	2	-23	i	2	-1	-1	1	-2
Cc1cccc(NC(=O)COc2ccccc2C(=O)NC(C)c2ccccc2)c1 (centres undefined)	10	7	31	-4	i	4	-2	2	2	1
CCOC(=O)C(=CNc1ccc(C)cc1C)C(=O)OCC	8	-12	27	-37	i	3	-1	2	3	0
COc1ccc(Nc2nc(CC(C)=O)ns2)cc1	-109	21	6	-60	i	5	1	1	-1	2
CCOC(=O)c1ccc(CNC(=O)C2CCC(=O)N(Cc3cccc(OC)c3)C2)o1 (centres undefined)	6	-5	21	0	i	-3	0	-3	8	2
Cc1ccc([N+](=O)[O-])cc1N(CC(=O)NC1CCCC1)S(C)(=O)=O	10	-10	21	-12	.	9	-1	1	-1	-3
CCCCn1c(N)c(N(CC(C)C)C(=O)C2CCN(S(=O)(=O)c3ccccc3)CC2)c(=O)[nH]c1=O	2	-37	.	.	i	-22	0	.	.	.
COc1ccc(NS(=O)(=O)c2ccc(C)c(C(=O)NNC(=O)c3ccccc3O)c2)cc1	7	5	19	.	i	-7	-3	2	.	.
Cn1c(=O)c2c(nc(OC/C=C/c3ccccc3)n2C)n(C)c1=O	17	-9	1	-7	i	-3	-2	0	8	5
COC(=O)c1cc(NC(=O)CN2CCOCC2)cc(C(=O)OC)c1	15	6	7	-21	i	5	0	-1	5	3
CC(=O)c1cccc(NC(=O)Nc2ccc3c(c2)CCC3)c1	-91	32	19	-131	i	19	0	0	4	-4
N#CCN1CCN(CCC(=O)Nc2ccc(OCc3ccccc3)cc2)CC1	-12	6	16	-12	i	5	-1	0	3	-1
COc1cccc(CN2CCN(Cc3cc4ccccc4[nH]3)CC2CCO)c1 (centres undefined)	12	-4	5	-8	i	-4	2	-2	6	-1
COc1ccc(C(=O)CSc2nc3ccccc3n2CC(=O)c2ccccc2)cc1	15	-5	31	-2	i	-5	-1	-3	-13	2
Cc1onc(-c2ccccc2Cl)c1C(=O)N1CC(C)OC(C)C1 (centres undefined)	-5	13	17	-35	i	-1	-1	4	-2	3
CCN(CC)C(=O)CSc1nnc(CSc2ncccn2)n1C	2	0	15	-8	i	0	0	4	-1	-2
CN(CC(=O)Nc1ccccc1N1CCOCC1)S(=O)(=O)c1ccc(Cl)cc1	10	-7	15	-6	i	-2	-2	1	0	0
Nc1nc(SCC(=O)N2N=C3/C(=C/c4ccco4)CCCC3C2c2ccco2)n[nH]1 (centres undefined)	25	-8	27	-22	i	-6	2	-2	6	3
COc1ccc(S(=O)(=O)n2oc(=O)cc2-c2ccccc2)cc1OC	-2	3	24	-19	i	2	0	2	2	1
O=C(NCCCn1ccnc1)c1cc(-c2ccc(Br)cc2)on1	-35	-17	10	-24	i	-3	-1	3	1	-1
S=C(N/N=C1\C2CN3CCN(C2)CC1(c1ccccc1)C3)Nc1ccccc1	16	-9	-1	4	i	-6	2	-1	12	2
O=C(Nc1nnc(CSCc2ccc(Cl)cc2)s1)c1cccc([N+](=O)[O-])c1	12	-38	9	-25	i	-24	-3	-8	7	-9
NCCNc1ccc2nnnn2n1	4	0	4	5	i	-6	0	1	-3	-2
Cc1ccc(NC(=O)COC(=O)Cn2c(C)csc2=O)c([N+](=O)[O-])c1	-4	-2	29	.	i	0	-2	-1	.	.
COc1ccc(C/C(N)=N/OC(=O)Cc2ccccc2)cc1	3	-50	29	-17	i	-32	-2	-3	-5	3
CNC(=O)c1cc(C(=O)c2ccc(C(F)(F)F)cc2)c[nH]1	-56	-3	11	-31	i	0	-1	-2	2	-4
Cc1ccc(NCc2ccc(O)c3ncccc23)cc1	14	-8	7	-17	i	1	2	0	-6	-1
Cc1cccc(CSc2nnc(NC(=O)c3ccco3)s2)c1	-10	4	15	-17	i	4	1	-3	3	-3
Cc1cc(Cl)ccc1OCc1nc(-c2ccc(O)cc2)n[nH]1	-4	30	-45	-4	i	9	19	-12	7	1
CC(=O)OCC(=O)[C@@]1(O)CC[C@H]2[C@@H]3CCC4=CC(=O)CC[C@]4(C)[C@H]3[C@@H](O)C[C@@]21C	-14	-52	24	-9	i	-42	-2&-4	-1	9	1
Cc1cccc2sc(NC(=O)CNS(=O)(=O)c3ccc(Br)s3)nc12	.	.	.	12	.	.	-1	.	2	8
COc1cccc(CN2CCC(C(=O)N3CCN(Cc4ccc5c(c4)OCO5)CC3)CC2)c1OC	-7	-3	8	-13	i	0	-4	3	3	-3
CCOC(=O)[C@@H]1[C@H]2COc3ccccc3[C@@H]2N2C(=O)N(c3ccc(Cl)cc3)C(=O)[C@@]12C	2	0	19	-15	i	0	-2	0	0	-5
c1ccc(C2NCCc3ccccc32)cc1 (centres undefined)	-11	.	17	-3	i	-2	0	-2	4	3
COc1ccc(C(=O)COC(=O)c2c(-c3ccccc3)noc2C)c(OC)c1	1	3	6	.	i	-1	-3	3	.	.
Cc1ccc(C(=O)N2CCN(c3ccccn3)CC2)cc1C	16	5	.	-36	i	-15	-2	.	0	0
Cn1cc(/C=C/C(=O)c2ccccc2)c2ccccc21	9	62*	10	-91	i	23	-2	-9	5	20*
COc1ccc(NC(=O)c2sc3nc(-c4cccnc4)ccc3c2N)cc1	-49	0	-2	-2	i	-2	2	0	-3	-1
Cc1ccc(C)c(NC(=O)c2cc[n+](C)cc2)c1	3	2	3	-20	i	-2	-3	-1	-5	-2

The list is partial (hit frequency here may not be typical).
